RAM inhibit – yeast RAM network inhibition | S. cerevisiae dse1pr::URA3 reporter, 5-FOA growth OD615, 2 d; analog-sensitive cbk1-as2 kinase mutant strain | 190,000 compounds, 1.8% hits | inhibition, % at 50 µM;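 active = inhibition above a set limit, 3 SD over mean compound inhibition, cut at about 8.4% in these data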;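 also: 0% = DMSO-only wells with no growth and 100% = 10 µM 1-NA-PP1 full growth; inhibition rescues growth on 5-FOA so higher OD means more RAM inhibition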
TR-FRET SRC-2 ct – counter-screen for PPARgamma SRC-2 recruitment agonists: TR-FRET artefact. AID 1049. 200,000 compounds, 0.4% hits. hits give high values. TR-FRET ratio at 8 µM; in the data active = TR-FRET ratio above about 2000; also: inactives centre near 1500
bIAP inh – intestinal alkaline phosphatase (bovine) inhibition; 190,000 tested, under 10 active; purified bovine IAP, CDP-star luminescence, 30 min; inhibition, % at 20 µM;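 active = over 50% inhibition of intestinal alkaline phosphatase at 20 µM in the single-dose screen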
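test system = bovine IAP enzyme | medium = DEA buffer 100 mM, pH 9.8, with MgCl2 1.0 mM, ZnCl2 0.02 mM | detection = luminescence | dosing = single compound dose of 20 µM, 2% DMSO final | incubation = 30 min reaction at room temperature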
S1P3 antag – antagonists of human S1P3 receptor; inhibition, % at 4.98 µM; Q99500; CHO S1P3 NFAT-BLA reporter, FRET fluorescence, antagonist mode; 170,000 compounds, 0.27% hits;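 active = inhibition above the plate cutoff, the mean inhibition of test wells on that plate plus 3 SD, cut at about 28% in these data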;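 also: cells challenged with S1P at its EC80 of 0.8 µM; blue over green emission ratio from cleaved BLA substrate after 4 h stimulation; 0% = S1P-stimulated wells and 100% = unstimulated DMSO-only wells; some compounds past the cut are filed as inactive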
Target sequence (Q99500 whole entry, looked up): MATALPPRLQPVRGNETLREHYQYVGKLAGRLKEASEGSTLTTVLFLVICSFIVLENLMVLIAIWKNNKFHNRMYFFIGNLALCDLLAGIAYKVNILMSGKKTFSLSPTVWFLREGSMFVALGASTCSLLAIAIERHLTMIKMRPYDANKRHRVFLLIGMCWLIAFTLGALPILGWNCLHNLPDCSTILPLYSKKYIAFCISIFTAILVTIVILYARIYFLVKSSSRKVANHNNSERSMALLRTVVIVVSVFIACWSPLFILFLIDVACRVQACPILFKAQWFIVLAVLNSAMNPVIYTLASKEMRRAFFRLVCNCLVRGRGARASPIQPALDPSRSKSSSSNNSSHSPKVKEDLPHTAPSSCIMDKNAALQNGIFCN
PPARg SRC-1 ag – PPARgamma-driven SRC-1 recruitment agonism; P37231; 200,000 compounds, 0.41% hits; AID 631; PPARgamma-SRC-1 coactivator recruitment biochemical assay; activation, % at 8 µM; in the data active = activation above about 19%;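 also: 0% = DMSO and 100% = reference agonist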
L major viab – reduces viability of Leishmania major promastigotes. resazurin fluorescence viability. inhibition, % at 10 µM. 200,000 compounds, 9% hits. AID 1063; in the data active = inhibition above about 50%;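 also: promastigotes grown with compound for 44 hours at 28 °C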
ROMK mod – modulates human ROMK potassium channel activity. AID 1918. Tet-inducible ROMK, thallium flux fluorescence; actives lie on both sides. B-score at 10 µM. 130,000 compounds, 2% hits;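 active = signal ratio slope over the read window, or its plate-corrected B-score, at least 3 SD from the plate mean, either direction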;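 also: B-score of the F/F0 ratio slope over 7 to 12 s after thallium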
Target sequence (P48048 whole entry, looked up): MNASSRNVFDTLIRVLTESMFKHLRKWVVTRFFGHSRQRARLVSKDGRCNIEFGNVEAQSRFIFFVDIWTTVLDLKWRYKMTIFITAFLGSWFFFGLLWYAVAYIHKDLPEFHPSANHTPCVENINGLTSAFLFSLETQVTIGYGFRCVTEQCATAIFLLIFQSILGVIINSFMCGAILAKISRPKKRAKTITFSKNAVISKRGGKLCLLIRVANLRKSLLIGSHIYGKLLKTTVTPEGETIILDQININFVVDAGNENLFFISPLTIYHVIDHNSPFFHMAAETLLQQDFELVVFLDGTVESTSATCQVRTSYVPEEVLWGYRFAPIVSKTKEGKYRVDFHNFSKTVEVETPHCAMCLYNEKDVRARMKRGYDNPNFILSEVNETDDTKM
Efa HMGR inh – E. faecalis class II HMG-CoA reductase inhibition; purified E. faecalis HMGR, NADPH absorbance 340 nm kinetic; inhibition, % at 10 µM; 190,000 compounds, 0.41% hits; AID 1066;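 active = inhibition above a set limit, the median over all tested compounds plus 3 SD, cut at about 9.5% in these data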;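 also: enzyme runs in reverse so mevalonate oxidation gives rising NADPH absorbance; 0% = complete reaction with DMSO and 100% = background rate lacking mevalonate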
PPARg SRC2 recr – PPARgamma-driven SRC-2 recruitment agonism | P37231 | PPARgamma LBD-SRC-2 recruitment, biochemical | activation, % at 8 µM | 200,000 compounds, 0.34% hits | AID 1032; in the data active = activation above about 22%;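 also: 0% = vehicle and 100% = reference agonist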
PPARg SRC3 recr – promotes SRC-3 coactivator recruitment by human PPARgamma; activation, % at 8 µM; 200,000 compounds, 0.26% hits; biochemical PPARgamma/SRC-3 coactivator recruitment assay; in the data active = activation above about 23%;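 also: 0% = DMSO and 100% = reference agonist; some compounds past the cut are filed as inactive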
Redox H2O2 prof – compounds producing H2O2 with reducing agent – biochemical, NIH compound library profiling, artefact control for MLSCN library redox annotation, primary screen; DTT-dependent redox cycling H2O2, phenol red/HRP absorbance; 100% = 100 µM peroxide control, 0% = buffer; activation, % at 10 µM; 200,000 compounds, 0.03% hits; AID 878;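 active = activation of at least 50% relative to the plate's high and low controls in the primary single-dose screen; inactive = activation below 50%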;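 also: compound incubated with DTT at 0.8 mM final as the reducing agent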
The depositor's hits bear a star; . = no result given.

SMILES	RAM inhibit	TR-FRET SRC-2 ct	bIAP inh	S1P3 antag	PPARg SRC-1 ag	L major viab	ROMK mod	Efa HMGR inh	PPARg SRC2 recr	PPARg SRC3 recr	Redox H2O2 prof
O=C1CSC(c2cn(-c3ccccc3)nc2-c2cc3ccccc3o2)N1Cc1ccccc1 (centres undefined)	3.6	1374	8	.	4	79*	0.21	-6	-1	-1	0.6
COc1cccc(/C(O)=C2/C(=O)C(=O)N(CCN3CCOCC3)C2c2cccnc2)c1 (centres undefined)	-0.4	1485	3	.	0	0	.	-1	-6	-4	0.8
CCCC(=O)Nc1ccc(NC(=O)c2ccco2)cn1	0.6	1629	4	.	5	0	0.061	0	6	4	-0.7
Cc1[nH]n(-c2ncc(-c3ccc(Cl)cc3)s2)c(=O)c1C(c1ccc(Cl)cc1)C(C#N)C#N (centres undefined)	8.6*	1619	2	2	-5	99*	-2.3	0	-4	4	0.8
COCC(=O)N1CCCc2ccccc21	0.1	1541	10	-2	4	-3	.	-5	1	-3	4.0
COC(=O)C1=C(C)N(CCc2c[nH]c3ccccc23)C(=O)C1	0.4	1713	2	-17	9	-3	-0.19	-6	4	6	-0.2
O=C(N/N=C/c1ccc[nH]1)c1ccc(Cl)cc1	0.7	1451	-12	-4	4	-5	0.94	2	7	-1	0.1
CCn1c(=O)n(CCOC)c(=O)c2c3c(sc21)CCCC3	1.5	1709	-9	-22	5	1	-0.53	-1	3	-3	-0.1
Cc1cccc(CC2CC(=O)N(c3ncccn3)C2=O)c1 (centres undefined)	1.1	1489	3	4	4	-1	-0.093	1	-2	4	1.6
O=C(CSc1ccc2nnc(CCNS(=O)(=O)c3ccccc3)n2n1)Nc1nc2ccccc2s1	0.0	1563	1	10	11	-5	-1.1	-7	4	5	-0.6
Cc1nn(C)cc1S(=O)(=O)N1CCCC(C(=O)O)C1 (centres undefined)	1.8	1612	6	-6	0	-7	.	2	-4	-1	-0.2
CCN1CCN(C(=O)c2ccccc2NS(=O)(=O)c2ccc(Cl)cc2)CC1	1.2	1613	-8	6	5	-12	0.022	3	-3	3	-3.0
Cc1ccccc1N1CCN(C2=NC(=O)/C(=C/c3cn[nH]c3-c3ccccc3)S2)CC1	2.3	1423	-7	4	-1	9	1.2	-3	6	1	1.0
Cc1ccc([N+](=O)[O-])cc1NC(=O)C(Sc1ccccc1)c1ccccc1 (centres undefined)	9.1*	1615	-3	-6	7	-5	-0.25	3	8	10	-0.4
O=S(=O)(Nc1ccc2ccccc2c1)c1ccccc1	-1.2	1437	8	16	-5	1	.	-4	-1	-3	0.0
COc1ccc(N=C2S/C(=C\c3ccc(OCC(=O)O)cc3)C(=O)N2CCc2c[nH]c3ccccc23)cc1	3.7	1482	-1	-17	8	-4	8.5*	10*	4	5	-2.0
CN(C)S(=O)(=O)c1ccc(C(=O)Nc2cc(S(=O)(=O)Nc3ccccc3Cl)ccc2N2CCCCC2)cc1	8.6*	1704	-14	6	3	37	1.4	-3	1	2	-0.1
CCc1cc(CNC(=O)CC2C(=O)NCCN2Cc2c(F)cccc2Cl)on1 (centres undefined)	1.3	1812	-6	15	7	-3	0.025	-3	7	1	-1.2
CS(=O)(=O)N(CC(=O)NCc1ccncc1)c1cc(Cl)ccc1Cl	0.1	1394	2	13	-8	-6	-0.44	1	-4	3	0.7
CCOC(=O)c1cc(C(=O)OCC)c2ccccn2c1=O	2.5	1610	3	.	-4	0	-0.67	-2	5	-6	0.0
Nc1cc(=O)[nH]c(SCC(=O)N2CCc3ccccc3C2)n1	0.3	1478	10	.	6	-1	0.65	-1	2	-2	0.1
Clc1ccc(-c2nnc(-c3ccccc3)nc2N2CCSCC2)cc1	2.8	1718	15	.	9	59*	-0.37	-3	9	-5	-0.1
CC(C)C(OC(=O)c1cccc(S(=O)(=O)NCC(F)(F)F)c1)C(=O)NC(N)=O (centres undefined)	0.5	1718	-26	0	7	0	-1.4	-10	-12	2	-0.5
COc1ccc(C2C(C(C)=O)=C(O)C(=O)N2c2nccs2)cc1 (centres undefined)	2.5	1526	18	.	4	-1	0.28	-5	8	7	1.1
COc1cccc(C(=O)OCCN(C)C(C)(C)C)c1	2.4	1593	8	.	7	-5	-0.025	0	9	5	0.1
C=C(C)CNC(=S)NNC(=O)c1ccncc1	1.4	1672	-32	-3	7	-6	0.53	5	8	2	-1.7
O=C(Oc1ccc(Cl)cc1)N1CCCCC1	-0.8	1621	12	.	3	-6	.	-4	1	-9	3.4
COc1cccc(/C=C2/SC(=S)N(CC(=O)Nc3nnc(C)s3)C2=O)c1	2.1	1309	34	-38	4	-6	0.39	-2	-2	-1	0.7
N#Cc1ccccc1CSc1nnc(Cc2ccccc2)o1	-0.4	1623	0	4	-2	2	0.89	4	1	-3	-0.3
NNS(=O)(=O)c1ccc(N2CCCC2=O)c([N+](=O)[O-])c1	1.1	1291	-26	-3	1	-3	-0.22	3	-6	-1	-0.4
CCOC(=O)CCC(NC(=O)CC(=O)NC(CCC(=O)OCC)C(=O)OCC)C(=O)OCC (centres undefined)	1.7	1531	-6	0	-3	-8	.	10*	4	4	-0.8
Cc1ccc(N(CC(=O)Nc2c(C)n(C)n(-c3ccccc3)c2=O)S(C)(=O)=O)c(C)c1	1.9	1635	-2	0	6	-3	-0.16	0	-2	5	-1.2
NC(=O)N/N=C/c1ccccc1OCC(=O)NCc1ccccc1	-0.4	1598	-3	-18	5	-5	-0.23	2	13	2	-0.6
CCOc1ccc(N2CC(C(=O)Nc3ccc(OC)c(S(=O)(=O)N4CCCCC4)c3)CC2=O)cc1 (centres undefined)	1.4	1611	-23	-3	13	-1	1.1	-7	3	4	0.0
COc1ccc(C(=O)Nc2cc3c(oc2=O)CCCC3=O)cc1	0.4	1555	-21	5	4	-13	-0.24	1	3	4	-1.1
COc1cccc(OC)c1C(=O)Oc1ccc2c(c1)O/C(=C\c1ccncc1)C2=O	2.6	1399	-9	-2	-9	94*	-0.17	3	-6	-6	0.0
COC(=O)c1c(C)[nH]c(C(C)=O)c1C	1.3	1358	8	-9	1	-2	.	-5	-5	-5	2.3
CCc1[nH]nc2c1C(c1ccc(Br)s1)C(C#N)=C(N)O2 (centres undefined)	0.3	1642	2	.	8	100*	-4.2*	-4	12	0	-4.2
COc1ccccc1NC(=O)c1ccc(S(=O)(=O)N2CCCC2)cc1	1.9	1398	5	-25	-2	12	.	-3	3	1	-0.9
O=[N+]([O-])c1cc2c(c(CSc3nnnn3-c3ccc(O)cc3)c1)OCOC2	2.1	1670	-18	5	2	24	-0.61	2	3	0	-0.7
OCC1(CCOc2ccccc2)CCN(CC2=Cc3cc(Cl)ccc3OC2)CC1	0.6	1643	-9	7	4	94*	-0.15	-2	3	6	-0.7
COc1cccc(-c2nc(-c3ccccc3)[nH]c(=O)c2C#N)c1	1.5	1339	2	.	-2	-2	-0.002	4	0	5	-2.7
CC1C/C(=N/NC(=O)c2cccs2)CC(C)(C)C1 (centres undefined)	0.5	1403	21	.	6	-2	0.45	-6	-3	-9	0.2
c1ccc(N2CCN(c3nc4cc5c(cc4s3)OCCO5)CC2)cc1	7.7	1464	23	9	2	3	-0.29	3	-3	3	6.3
O=C(NC1CC1)c1cc(Cl)ccc1[N+](=O)[O-]	2.2	1597	2	.	0	-3	-0.016	-2	7	5	-0.1

A portion taken from the entries so far, for reference:
SMILES	RAM inhibit	TR-FRET SRC-2 ct	bIAP inh	S1P3 antag	PPARg SRC-1 ag	L major viab	ROMK mod	Efa HMGR inh	PPARg SRC2 recr	PPARg SRC3 recr	Redox H2O2 prof
COc1ccccc1NC(=O)c1ccc(S(=O)(=O)N2CCCC2)cc1	1.9	1398	5	-25	-2	12	.	-3	3	1	-0.9
O=[N+]([O-])c1cc2c(c(CSc3nnnn3-c3ccc(O)cc3)c1)OCOC2	2.1	1670	-18	5	2	24	-0.61	2	3	0	-0.7
OCC1(CCOc2ccccc2)CCN(CC2=Cc3cc(Cl)ccc3OC2)CC1	0.6	1643	-9	7	4	94*	-0.15	-2	3	6	-0.7
COc1cccc(-c2nc(-c3ccccc3)[nH]c(=O)c2C#N)c1	1.5	1339	2	.	-2	-2	-0.002	4	0	5	-2.7
CC1C/C(=N/NC(=O)c2cccs2)CC(C)(C)C1 (centres undefined)	0.5	1403	21	.	6	-2	0.45	-6	-3	-9	0.2
c1ccc(N2CCN(c3nc4cc5c(cc4s3)OCCO5)CC2)cc1	7.7	1464	23	9	2	3	-0.29	3	-3	3	6.3
O=C(NC1CC1)c1cc(Cl)ccc1[N+](=O)[O-]	2.2	1597	2	.	0	-3	-0.016	-2	7	5	-0.1

The results go on.
SMILES	RAM inhibit	TR-FRET SRC-2 ct	bIAP inh	S1P3 antag	PPARg SRC-1 ag	L major viab	ROMK mod	Efa HMGR inh	PPARg SRC2 recr	PPARg SRC3 recr	Redox H2O2 prof
O=C(CSc1nc2cc3c(cc2c(=O)n1CCC1=CCCCC1)OCO3)NCc1ccco1	5.1	1427	2	.	0	-3	.	-3	0	6	3.2
Cc1ccc(-c2csc3ncnc(-n4nc(C)cc4N)c23)cc1	0.2	1728	8	15	8	2	.	0	7	-2	-0.5
CCOC(=O)C1CCN(C(=O)c2ccccc2NC(C)=O)CC1	1.3	1345	-1	-44	5	-5	0.55	-8	5	0	1.7
CC(C)(C)C(=O)CC1(O)C(=O)N(Cc2ccc(Cl)cc2)c2ccccc21 (centres undefined)	1.3	1620	10	.	0	11	.	-6	12	5	-0.1
Cc1c(C(=O)OC(C)C)nnn1-c1nonc1N	-0.5	1610	-15	.	0	-3	0.32	-6	9	-2	1.7
CCOC(=O)C(=CNc1cccc(C)c1C)C(=O)OCC	1.7	1546	15	.	-1	3	-0.31	-2	11	12	-5.5
COCc1c(C(=O)OC)nnn1-c1ccccc1	3.7	1401	-28	.	94*	-1	0.52	-7	-4	12	0.5
O=C(Nc1ccc(F)cc1F)NC1CC1	-1.1	1545	-3	3	-1	-2	-0.046	6	0	7	0.1
COc1ccc(OC)c(C2=NNC(=NCc3ccc4c(c3)OCO4)SC2)c1	0.3	1446	-2	13	-6	92*	.	-5	-8	0	0.1
O=S(=O)(NCC(c1cccnc1)N1CCN(c2ccc(F)cc2)CC1)c1cc(F)ccc1F (centres undefined)	0.1	1425	.	16	0	95*	-2.9	1	2	6	0.1
Cc1ccc(-n2ncc3c(NCc4ccc5c(c4)OCO5)ncnc32)c(C)c1	-0.7	1644	36	.	-2	16	-0.14	0	3	10	-2.7
CSc1ccc(S(=O)(=O)NC2CCCCCC2)cc1	-0.5	1574	38	18	7	2	.	-4	8	9	1.4

Assay outcomes as filed in PubChem.
